# Source: PubChem BioAssay (National Center for Advancing Translational Sciences (NCATS))
# GLP-1R inv ag = inverse agonists of human GLP-1 receptor | HEK293 GLP-1R CRE-luciferase, luminescence, 24 h; GLP-1R form is constitutively active | Potency, µM (doses to about 38.3 µM), for inactives: top-dose activity change, negative = inhibition, hits mostly inhibitors | 1.6% of 410,000 active; note: potency is the fitted concentration of half-maximal effect; % is set by controls: 0 for no effect and ±100 for the full control effect; nearly all actives have a fitted effect of over 55% in size
# Target sequence (P43220 whole entry, looked up): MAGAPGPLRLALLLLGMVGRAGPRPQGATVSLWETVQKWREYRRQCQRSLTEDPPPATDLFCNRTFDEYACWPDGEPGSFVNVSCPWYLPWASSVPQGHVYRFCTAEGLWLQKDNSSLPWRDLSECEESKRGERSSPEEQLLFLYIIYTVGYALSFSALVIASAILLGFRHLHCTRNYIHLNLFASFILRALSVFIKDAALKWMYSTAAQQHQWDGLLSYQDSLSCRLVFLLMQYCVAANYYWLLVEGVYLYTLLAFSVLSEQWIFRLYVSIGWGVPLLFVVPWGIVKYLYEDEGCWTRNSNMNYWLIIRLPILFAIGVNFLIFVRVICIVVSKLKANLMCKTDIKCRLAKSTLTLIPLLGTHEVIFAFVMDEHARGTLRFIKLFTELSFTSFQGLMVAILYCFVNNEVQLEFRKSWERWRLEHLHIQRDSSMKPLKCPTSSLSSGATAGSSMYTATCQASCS
#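 Assay principle: reduced luminescence from a cAMP-responsive reporter in HEK293 cells co-expressing a constitutively active GLP-1R. Conditions: 24 hr compound incubation, 37 deg C, 5% CO2.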
# PI5P4K alpha inh = PI5P4K alpha (human) kinase inhibition | P48426 | PI5P4Kalpha enzyme, ADP-Glo luminescence, 60 min; hits give low values | max response, % | 1.2% of 330,000 active | AID 652105; active = max response of -50% or lower; inconclusive = between -30% and -50%; inactive = -30% or higher; note: value at the top dose of about 77 µM; % is set by controls: 0 for no effect and ±100 for the full control effect
#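 Human PI5P4Kalpha with substrate in 0.038 M HEPES pH 7.4, 0.28 mM EGTA, 0.1% CHAPS, 5% DMSO; reaction started with 5 microM ATP (final), 60 min at room temperature. ADP formed read by ADP-Glo luminescence.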
# D3 antag = D3 dopamine receptor (human) antagonism | P35462 | max response, negative = inhibition, % | 2.5% of 360,000 active | D3R cells, DiscoveRx beta-arrestin luminescence, antagonist mode; hits give low values; in the data active = max response below about -50%; inconclusive = no clear call, values can overlap the other calls; note: % is set by controls: 0 for no effect and ±100 for the full control effect; mostly tested at two doses, the higher about 12 µM
# Target sequence (P35462 whole entry, looked up): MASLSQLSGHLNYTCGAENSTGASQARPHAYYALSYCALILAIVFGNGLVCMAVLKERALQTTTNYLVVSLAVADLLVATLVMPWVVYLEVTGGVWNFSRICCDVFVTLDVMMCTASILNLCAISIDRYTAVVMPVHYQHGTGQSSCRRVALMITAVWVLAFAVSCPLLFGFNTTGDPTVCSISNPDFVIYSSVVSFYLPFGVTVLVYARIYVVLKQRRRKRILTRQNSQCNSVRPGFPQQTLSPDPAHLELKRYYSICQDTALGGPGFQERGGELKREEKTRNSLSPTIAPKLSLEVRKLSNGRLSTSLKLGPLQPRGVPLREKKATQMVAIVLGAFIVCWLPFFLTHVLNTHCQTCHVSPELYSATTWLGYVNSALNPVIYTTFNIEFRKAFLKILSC
#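 Cells plated overnight at 1500 cells/well, then exposed to library compounds with dopamine controls for 90 minutes at 37 degrees C. DiscoveRx reagent added for 30–60 minutes at room temperature; luminescence read, quantitative HTS format.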
# IL-2 act = activators of IL-2. 0.065% of 360,000 active. activation, % (series mostly up to about 46 µM). IL-2 activation reporter assay, cell-based qHTS; stimulated with anti-CD3/CD4/CD28 beads; in transgenic mouse T cells; in the data active = activation above about 50%; inconclusive = mostly about 30% to 49%; note: 0% is about no effect
#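 Using fluorescent plate cytometry, EGFP and DsRed are detected in transgenic mouse T cells stimulated 18 h at 37 degrees C with antibody-coated beads after 60 min compound pretreatment.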
# DRD3 agonist = activates the human D3 dopamine receptor | D3R DiscoveRx beta-arrestin cells, luminescence, 90 min | max activation, % | AID 652048 | 0.58% of 410,000 active; in the data active = max activation above about 30%; note: 0% is about no effect; mostly tested at two doses, the higher about 12 µM
#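 Agonist mode: compounds and dopamine controls were applied to plated cells for 90 min at 37 degrees C after an overnight attachment at 1500 cells/well. Luminescent read-out followed 30 - 60 minutes at room temperature with DiscoveRx detection reagent.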
# PLK1 PBD block = PLK1 (human) polo-box domain binding inhibition; Potency, µM, for inactives: max response, negative = inhibition, actives largely listed as inhibitors; 2.8% of 360,000 active; Plk1 PBD binding of FITC phosphopeptide, fluorescence polarization; P53350; note: potency is the fitted concentration of half-maximal effect; series mostly up to about 57 µM; % is set by controls: 0 for no effect and ±100 for the full control effect; nearly all actives have a fitted effect of over 65% in size
# GLP1R cytotox = cytotoxic in the GLP-1 receptor inverse agonist counter-screen. HEK293 cAMP-luciferase reporter cells, luminescence, 24 h. Potency, µM (top dose mostly 38.3 µM), for inactives: at the top dose activity change, negative = inhibition, most hits filed as inhibitors. 0.13% of 410,000 active;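 note: loss of luciferase light is scored as toxicity; potency is the fitted concentration of half-maximal effect; % is set by controls: 0 for no effect and ±100 for the full control effect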
#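 MLSMR compounds, 24 hr on cells at 37 deg C/5% CO2; luminescence after luciferase reagent (12 min RT). Inhibition counted as the undesired cytotoxic outcome.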
# GLP1R ag = GLP-1 receptor (human) agonism. 0.007% of 380,000 active. HEK293 GLP-1R CRE-luciferase, luminescence, 4-6 h; cells express a hypersensitive GLP-1R form. P43220. Potency, µM (top dose mostly 45.6 µM), inactives show at the top dose activation, actives largely listed as activators. AID 624172; note: potency is the fitted concentration of half-maximal effect; % of control where 0% means no effect
# WRN helicase inh = blocks human WRN helicase. Q14191. WRN helicase unwinding, fluorescent forked duplex, kinetic. Potency, µM (highest dose often 114 µM), for the others: at the highest dose activity change, negative = inhibition, actives largely listed as inhibitors. 0.46% of 360,000 active; note: potency is the fitted concentration of half-maximal effect; % is set by controls: 0 for no effect and ±100 for the full control effect; nearly all actives have a fitted effect of over 55% in size
#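 Kinetic red-fluorescence monitoring (525/598 nm) tracks WRN helicase activity after 100 nM fluorophore-quencher forked duplex and 2 mM ATP are added to 20 nM enzyme pretreated 15 min at room temperature with compound.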
# Starred values were filed as active, the others as inactive; ? = inconclusive; . = no result given; [ ] = dose if it differs, or a comment. Unless noted, calls come from the whole dose curve; as a rule, active = well fitted curve in the direction sought with a large enough effect; inconclusive = small, poorly fitted or top-dose-only effect, or another doubt; inactive = no such curve, though single readings can be large; an effect the other way counts as inactive or inconclusive.
SMILES,GLP-1R inv ag,PI5P4K alpha inh,D3 antag,IL-2 act,DRD3 agonist,PLK1 PBD block,GLP1R cytotox,GLP1R ag,WRN helicase inh
Cc1nn(-c2ccccc2)c2c1cc1c(=O)[nH]c(=O)nc-1n2-c1cccc(C(F)(F)F)c1,-2%,.,.,.,2,.,9%,-1%,.
CC(C)(C)NC(=O)C(=O)NN=C1CCCCCC1,22%,-1,15,0.4,2,1%,-11%,4%,1%
CCNc1nnc(-c2ccc(C)cc2)o1,1%,-1,9,1.3,0,-6%,2%,4%,0%
O=C(COC(=O)c1ccc([N+](=O)[O-])cc1)NCCC1=CCCCC1,21%,1,0,1.1,-2,3%,1%,1%,7%
CN(C)C(=S)Nn1c(-c2ccccc2)nc2ccccc2c1=O,-4%,1,-23,-0.2,-7,-10%,3%,5%,7%
C=CCn1nnnc1SCC(=O)Nc1cccc(C(F)(F)F)c1,-3%,-2,12,-0.9,2,-3%,7%,-1%,3%
O=C1CCc2cc(S(=O)(=O)Nc3ccc(F)cc3)ccc2N1,1%,6,9,-0.6,1,-14%,1%,5%,1%
CC(=O)Nc1ccc(S(=O)(=O)NCCCN2CCOCC2)cc1,1%,-4,-9,1.8,-17,-8%,-8%,7%,-31%
COc1ccc(CCC(=O)N2CCN(S(=O)(=O)c3ccc(C)cc3)CC2)cc1,-8%,-3,-17,0.7,-9,-3%,-7%,-1%,-4%
COCCCNc1nc2ccccc2nc1NS(=O)(=O)c1ccc(OC)cc1,9%,-3,13,-1.4,2,2%,0%,1%,1%
COc1ccc(-c2cc(C(F)(F)F)nc(NC3CCCC3)n2)cc1OC,?,16,11,-1.7,6,-4%,31%,15%,-20%
CN(CC(=O)Nc1ccccc1Cl)C(=O)c1cccc(S(=O)(=O)N2CCN(c3ccc(F)cc3)CC2)c1,?,11,14,-3.8,3,-12%,6%,-4%,-7%
Cc1ccc(/C=N/Nc2nc(N3CCCCC3)nc(N3CCCCC3)n2)o1,-26%[7.66 µM],-2,8,1.3,1,-26%,-2%[7.66 µM],12%,-4%
COc1ccc(OC)c(NC(=O)CC2C(=O)NCCN2C(=O)c2ccccc2)c1 (stereo not drawn),3%,-2,-3,0.6,6,-7%,5%,10%,-4%[57.1 µM]
NC1=NC(=O)/C(=C\C=C\c2ccccc2)S1,22%,4,14,2.5,0,7%,-13%,4%,-5%
O=C(Nc1ccc(C(=O)O)cc1)/C(=C/c1cccc(Br)c1)NC(=O)c1ccco1,15%,3,8,-2.3,-2,-6%,-19%,3%,-2%
O=C(NCc1ccccc1)c1ccc(F)c(S(=O)(=O)N2CCOCC2)c1,-16%,-4,11,0.4,2,-3%,-2%,1%,-3%
COc1ccc(-c2ccc(C(=O)NCC3CC3)c3occc23)c(C)c1,?,6,10,-0.8,16,-6%,8%,1%,-12%
CCn1cc(C(=O)NCCC(=O)NCCO)c(=O)c2cc3c(cc21)OCO3,16%,-2,27,-0.3,-2,-22%,8%,9%,17%
CC(NS(=O)(=O)c1ccc(Br)cc1)C(=O)NC1CCCCCC1 (stereo not drawn),-21%,3,8,0.8,-11,-9%,-15%,0%,1%
Nc1ccc(C(=O)N2CCN(S(=O)(=O)c3ccc(Cl)s3)CC2)cc1[N+](=O)[O-],-50%,2,-7,0.1,-6,0%,-22%,1%,-3%
COc1ccccc1CN1CCN(Cc2nc(Cc3ccccc3)no2)CC1,-19%,0,1,1.6,0,-8%,-6%,4%,-3%[57.1 µM]
COc1cccc(CN2CCC(C(=O)N3CCN(c4ccccc4F)CC3)CC2)c1OC,-29%,-4,-10,0.6,-6,-1%,4%,-1%,-15%
O=P(OC1CCCCC1)(OC1CCCCC1)C(O)c1ccccc1 (stereo not drawn),0%,.,7,-1.4,2,1%,-14%,2%,1%
CC(=O)Nc1ccc(-c2csc(NCc3ccccc3)n2)cc1,10%,-7,0,-1.6,6,-16%,3%,25%,-2%
Cc1ccc(CC(=O)NCCC(=O)O)cc1,33%,2,11,8.4,-9,-1%,3%,-3%,3%
COc1ccc(C(=O)NCCc2cccc(Cl)c2)cc1OC1CCN(C(C)=O)CC1,-7%,3,7,-1.1,2,6%,-21%,-4%,-2%
C/C(CC(O)(/C=N/O)c1ccccc1)=N\O (stereo not drawn),-3%,-2,-7,-1.2,-1,-17%,-13%,-5%,3%
O=C(CCSc1nnc2ccccn12)Nc1ccc(F)cc1,3%,.,10,-0.7,4,-1%,-13%,3%,-5%
COc1ccc(-c2cc(CNC(C)=O)on2)cc1,10%,1,-1,0.2,-1,-4%,-1%,-15%,2%
CC12CCC(=O)N1C(C(=O)NCc1ccc(Cl)cc1Cl)CS2 (stereo not drawn),-28%,-1,13,0.2,2,-2%,-9%,1%,6%
CCC(C)c1ccc(S(=O)(=O)N2CCN(S(=O)(=O)c3ccc(NC(C)=O)cc3)CC2)cc1 (stereo not drawn),16%,-2,5,0.0,2,0%,11%,2%,-4%
CC1(C)CC(=O)c2cc(C(=O)NCc3ccco3)c(=O)n(-c3ccc(Cl)cc3)c2C1,-29%,2,-15,0.2,0,-13%,-1%,-10%,-4%
COc1cc(C(=O)OCc2cc(=O)oc3c(C)c(C)ccc23)ccc1OC(F)F,8%,2,7,-1.2,1,24µM*,-3%,2%,7%
Cc1cccc(-c2noc(CN(C(=O)/C=C/c3ccccc3Cl)C(C)C)n2)c1,?,-4,0,0.7,-13,-12%,8%,3%,3%
CCCCCC(=O)N1C[C@H](O)[C@@H](n2cc(COC(=O)c3ccccc3)nn2)C[C@@H]1c1ccc(Cl)cc1,?,3,-23,-0.3,-3,-5%,-7%,5%,-6%
NC(=O)CSc1nnc(-c2ccccc2)c(-c2ccccc2)n1,-2%,-3,2,-1.6,3,-9%,-13%,1%,-2%
COc1cc(-c2nc3cnccn3c2Nc2ccccc2)ccc1O,-26%,-1,28,-3.1,0,2%,-24%,0%,-8%
Cc1nc(-c2ccc(S(=O)(=O)NCC3CCN(C(=O)OC(C)(C)C)CC3)s2)cs1,?,1,-18,0.2,8,-6%,0%,6%,-12%
Cc1ccc(C2(C)NC(=O)N(CC(=O)Nc3cc(S(=O)(=O)N4CCOCC4)ccc3OC(C)C)C2=O)cc1 (stereo not drawn),1%,1,-1,0.4,7,3%,-7%,3%,0%
COc1cc(C(=O)n2cnc3ccccc32)c([N+](=O)[O-])cc1OC,10%,0,-25,1.0,-8,-1%,-12%,-2%,-2%
N#Cc1ccc(NC(=O)C2CC(c3ccc(F)cc3)=NO2)cc1 (stereo not drawn),0%,.,-15,-1.6,1,-5%,-16%,3%,-10%
C=CC[C@H]1Cc2c(cccc2[N+](=O)[O-])[C@H](CC=C)N1,-8%,-6,-10,0.5,25,-3%,-12%,6%,12%
O=C(C[C@@H]1C/C=C\CCCC(=O)OC[C@@H](c2ccccc2)NC1=O)NCCO,2%,2,20,-0.3,-1,3%,3%,0%,3%
CC(=O)Nc1ccc(/C=N/Nc2ccc(C(=O)c3c(C)cc4ccccn34)cc2[N+](=O)[O-])cc1,4%,-4,5,-0.9,2,-6%,-7%,1%,0%
Cc1ccc2c(c1)c1c(c(=O)n(Cc3ccccc3)c(=O)n1Cc1cccc(F)c1)n2C,18%,.,.,.,3,.,0%,-1%,.
CCN(CC)CCC(c1ccc2c(c1)OCO2)c1c(O)cc(OC)cc1OC (stereo not drawn),-21%,2,-29,-0.4,-47,1%,0%,3%,11%
Cc1noc(C)c1CSCC(=O)Nc1cc(S(=O)(=O)N2CCOCC2)ccc1OCC(F)(F)F,4%,-2,17,-1.1,8,-2%,-3%,8%,3%
COc1ccccc1-c1ccc(SCC(=O)NCCc2ccccc2)nn1,?,10,-11,-0.8,-12,-4%,11%,9%,3%
Cc1nccn1CCOc1ccccc1Cl,2%,-14,-22,0.3,-8,-3%,3%,14%,4%

# Continued; it opens with the 2 that closed the last part.
SMILES,GLP-1R inv ag,PI5P4K alpha inh,D3 antag,IL-2 act,DRD3 agonist,PLK1 PBD block,GLP1R cytotox,GLP1R ag,WRN helicase inh
COc1ccccc1-c1ccc(SCC(=O)NCCc2ccccc2)nn1,?,10,-11,-0.8,-12,-4%,11%,9%,3%
Cc1nccn1CCOc1ccccc1Cl,2%,-14,-22,0.3,-8,-3%,3%,14%,4%
CC(C)C(=O)N(Cc1cc2ccccc2[nH]c1=O)C(C)C,0%,.,-11,-2.6,0,0%,-6%,-9%,0%
CCCn1nnc(NC(=O)c2ccc(Cl)cc2Cl)n1,-5%,0,12,-1.6,-2,-9%,-10%,1%,1%
FC(F)(F)c1cc(CCN2CCNC[C@@H]2c2ccccc2)cc(C(F)(F)F)c1,-18%,28,0,-0.9,-3,-2%,3%,0%,-11%
COc1ccc(CCNS(=O)(=O)c2cc3c4c(c2)CCN4C(=O)CC3)cc1,11%,-8,5,-0.9,2,0%,6%,14%,-3%
COc1cccc(C(=O)N[C@@H](C)C(=O)N2CCC3(CC2)NCCc2[nH]cnc23)c1,4%,-1,-13,-3.6,-3,-10%,5%,-1%,0%
COc1ccc(C2(c3ccc(OC)cc3)NC(=O)N(CC(=O)Nc3cc(C)on3)C2=O)cc1,-19%,0,6,0.1,2,-7%,-4%,10%,0%
CCC(C(=O)NCc1ccco1)N(C(=O)CNS(=O)(=O)c1ccc(C)cc1)c1ccccc1OC (stereo not drawn),0%,-3,0,-1.7,-14,9%,1%,4%,-12%
O=C(NNC(=O)c1cccnc1)c1ccncc1,7%,3,-7,0.0,-12,1%,-5%,8%,7%[57.1 µM]
Cn1cc(C(=O)NCCO)c(=O)c2ccccc21,5%,-8,13,-0.4,9,5%,-14%,2%,1%[57.1 µM]
Cc1ccc(-c2cc(C(=O)N/N=C/c3ccccc3O)n[nH]2)o1,?,-29,9,0.5,-3,-6%,0%,9%,-2%
CC(C)CCOc1cccc(OCC(=O)NC2CCS(=O)(=O)C2)c1 (stereo not drawn),-8%,-2,0,-3.0,0,-15%,0%,1%,1%

# Rows were taken by chance (roughly 7.8% active in at least one column).
